Source: PubChem BioAssay
CRFBP-R2 block = CRF-BP/CRF-R2 complex antagonism; HEK293 CRF-R2/CRF-BP, CRF-induced calcium fluorescence; inhibition, % at 11.8 µM; AID 588475; 350,000 tested, 0.59% active;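 active = inhibition of the ligand-induced calcium signal above about 50% at the single tested concentration, limit read from the data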
M1 PAM = potentiates human M1 receptor response to acetylcholine; P11229; CHO-K1 hM1, Fluo-8 calcium fluorescence, ACh EC20; 0% = ACh EC20, 100% = maximal ACh; activation, % at 3 µM; 360,000 tested, 0.088% active; in the data active = activation above about 19%, passing the limit was not always enough
M4 PAM = positive allosteric modulators of human muscarinic M4 receptor; activation, % at 3 µM; 360,000 tested, 0.4% active; P08173; AID 624126; CHO-K1 hM4/Gqi5, Fluo-8 calcium fluorescence, ACh EC20; 0% = ACh EC20, 100% = maximal ACh;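 active = activation above its plate's cutoff, the mean activation of sample wells plus 3 SD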; note: some results filed as inactive read as strong as hits
CHRM4 agonist = agonists of human muscarinic M4 receptor (CHRM4) | P08173 | CHO-K1 hM4/Gqi5, Fluo-8 calcium fluorescence; vehicle 0%, full acetylcholine response 100% | activation, % at 3 µM | 360,000 tested, 0.14% active;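 active = activation above the run mean over all test wells plus 3 SD, cut at about 32% in these data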;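 note: peak over basal fluorescence ratio per well then scaled between controls; 0% = DMSO wells and 100% = acetylcholine at EC100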
M5 antag = CHRM5 antagonism in calcium assay; 360,000 tested, 0.59% active; CHO-hM5 cells, Fluo-8 calcium fluorescence, ACh EC80; inhibition, % at 3 µM;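 active = inhibition above a per-plate cutoff, the mean of that plate's test compounds plus 3 SD, cut at about 27% in these data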;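 note: 0% = acetylcholine EC80 with DMSO and 100% = DMSO without agonist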
Target sequence (P08912 whole entry, looked up): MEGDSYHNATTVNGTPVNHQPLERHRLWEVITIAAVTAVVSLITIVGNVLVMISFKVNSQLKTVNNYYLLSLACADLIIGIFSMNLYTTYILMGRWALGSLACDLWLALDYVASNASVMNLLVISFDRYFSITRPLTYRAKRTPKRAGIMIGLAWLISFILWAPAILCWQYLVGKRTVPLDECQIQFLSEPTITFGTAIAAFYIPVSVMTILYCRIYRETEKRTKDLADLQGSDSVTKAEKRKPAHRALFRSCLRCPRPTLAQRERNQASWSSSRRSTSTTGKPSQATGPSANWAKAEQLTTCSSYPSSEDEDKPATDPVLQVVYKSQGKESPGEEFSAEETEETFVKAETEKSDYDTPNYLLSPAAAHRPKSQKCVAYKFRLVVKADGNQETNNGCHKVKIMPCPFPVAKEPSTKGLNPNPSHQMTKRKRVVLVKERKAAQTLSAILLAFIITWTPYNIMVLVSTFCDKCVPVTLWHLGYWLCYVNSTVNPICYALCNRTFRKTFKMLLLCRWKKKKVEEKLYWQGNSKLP
CRFBP-R2 agonist = CRF-BP/CRF-R2 complex agonism; HEK293 CRF-R2/CRF-BP, calcium dye fluorescence (FLIPR); percent of saturating CRF peptide response; activation, % at 13.2 µM; 350,000 tested, 0.46% active; AID 588473;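 active = activation of at least 50%, plus an integration ratio under a set limit after plate pattern correction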;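 note: plate controls were neutral control wells without compound for no effect and CRF at EC100 for full effect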
CHRM4 antagonist = antagonists of human muscarinic M4 receptor (CHRM4) | P08173 | CHO-hM4 cells, ACh EC80, Fluo-8 calcium fluorescence | inhibition, % at 3 µM | 360,000 tested, 0.73% active;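 active = inhibition above its plate's cutoff, the mean inhibition of sample wells plus 3 SD, cut at about 27% in these data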;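 note: 0% = acetylcholine EC80 with DMSO and 100% = DMSO without agonist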
M5 PAM = positive allosteric modulators of human muscarinic M5 receptor | P08912 | activation, % at 3 µM | 360,000 tested, 0.3% active | AID 624038 | CHO-K1 hM5, Fluo-8 calcium, ACh EC20 PAM; 0% = ACh EC20, 100% = ACh EC100;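 active = activation above the run cutoff, the mean activation of all test compounds plus 3 SD, cut at about 18% in these data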
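system = human M5 receptor in CHO-K1 cells | reagent = EC20 acetylcholine as agonist stimulus | compound dosing = single-point, 3 µM nominal | incubation = Fluo-8 loading 80 min at 37 °C plus 30 min room temperature | detection = Fluo-8 calcium dye fluorescence, kinetic read | benchmarks = low control EC20 acetylcholine (0%), high control EC100 acetylcholine (100%)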
M5 ag = CHRM5 agonism in calcium assay; 360,000 tested, 0.19% active; AID 624037; activation, % at 3 µM; P08912; CHO-K1 hM5 cells, Fluo-8 calcium fluorescence; 0% DMSO wells, 100% maximal acetylcholine response;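 active = activation above the run's mean over test compounds plus 3 SD, cut at about 23% in these data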;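 note: signal is peak over basal fluorescence ratio across the kinetic read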
* = called active by the depositor; . = no result given.

CRFBP-R2 block	M1 PAM	M4 PAM	CHRM4 agonist	M5 antag	mol	CRFBP-R2 agonist	CHRM4 antagonist	M5 PAM	M5 ag
-4	3	2	7	5	CC(C)OC(=O)CN1CCN(c2ccc(Cl)cc2)CC1	-0.1	-2	-4	3
0	10	1	1	-2	CC(C)(C)NC(=O)N1CCCN(c2ccc(C(F)(F)F)cn2)CC1	0.9	-11	5	-7
2	7	-3	1	-4	CCOC(=O)C1(Cc2cccc(OC)c2)CCN(C(C)COC)CC1 (stereo unspecified)	-1.0	4	-1	-3
9	2	-3	1	5	O=C(NN1C(=O)c2ccccc2NC12CCCCC2)c1ccccc1	0.2	10	-2	2
-3	9	7	5	13	CC1(C)CC(=O)C=C(c2ccc3ncccc3c2)C1	0.0	-11	-2	-2
-45	3	-1	1	3	Cc1csc(NC(=O)CSc2nnc(CCNC(=O)c3ccc(Cl)c(Cl)c3)n2C)n1	-0.9	-4	-9	1
-4	2	-3	1	2	N#Cc1cc(-c2ccccc2)nc(Oc2ccccc2)n1	5.4	-5	-2	-5
14	10	6	2	-1	N#Cc1ccccc1OCC(=O)NC1CCCCCC1	-0.7	-9	-3	-1

The final 2 entries of the part above lead into the next:
CRFBP-R2 block	M1 PAM	M4 PAM	CHRM4 agonist	M5 antag	mol	CRFBP-R2 agonist	CHRM4 antagonist	M5 PAM	M5 ag
-4	2	-3	1	2	N#Cc1cc(-c2ccccc2)nc(Oc2ccccc2)n1	5.4	-5	-2	-5
14	10	6	2	-1	N#Cc1ccccc1OCC(=O)NC1CCCCCC1	-0.7	-9	-3	-1
-9	10	17	1	9	CN(C)S(=O)(=O)c1cccc(NC(=O)CNC2CCCCC2)c1	-1.5	7	-4	-2
0	7	-22	4	-6	CN1CCc2nc(NC(=O)COc3ccc4ccccc4c3)sc2C1	1.7	21	10	-4
1	3	-12	11	6	O=C(C1CCCN(S(=O)(=O)c2cccc3nsnc23)C1)N1CCN(c2ccccn2)CC1 (stereo unspecified)	0.2	-9	-3	-1
1	2	-11	-1	-1	CC(C)OC(=O)CCC(=O)Nc1ccc(F)cc1	-2.7	4	8	-2
4	-4	2	2	-6	Cc1ccc2c(c1)[C@@H]1CN(C)CC[C@@H]1N2S(=O)(=O)c1ccc(F)cc1	1.5	-9	0	-6
-11	2	2	0	14	Cc1sc2nc(C(C)C)nc(SCC(=O)N3CCOCC3)c2c1C	1.0	-8	-3	-3
20	-23	-18	10	-5	C=CCn1c(=O)[nH]c2cc(C(=O)N3CCN(c4cccc(Cl)c4)CC3)ccc2c1=O	-6.2	-12	-9	2
-55	-5	3	1	-2	O=C(/C=C/c1cccc([N+](=O)[O-])c1)n1cnc2ccccc21	-1.7	6	4	0
-5	17	24*	0	-1	CS(=O)(=O)c1ccc(NS(=O)(=O)c2ccc(Cl)c(C(=O)NCc3ccco3)c2)cc1	4.3	-39	-3	1
-18	6	7	3	6	O=S(=O)(Nc1cccc(F)c1)c1ccc(S(=O)(=O)N2CCOCC2)cc1	1.8	-15	-5	3
-22	4	9	0	-2	CCCCCn1c(=NC(=O)c2cccnc2)c(C#N)cc2c(=O)n3cccc(C)c3nc21	63*	-10	9	-3
-14	-18	-14	3	2	CC1CCCN(CCOc2cccc(Oc3ccccc3)c2)C1 (stereo unspecified)	-1.5	9	-1	-7
-6	-8	-6	-1	18	Cc1ccc(NC(=S)NC(=O)C2CCCC2)cc1C	-0.8	5	-8	-1
-11	-4	-1	4	-1	COc1ccccc1C(=O)Nc1cccc2cccnc12	-0.7	-1	1	-6
-14	5	5	1	4	CCn1cc(S(=O)(=O)c2ccc(OC)cc2)c(=O)c2cc(OC)ccc21	-0.3	-9	-2	-3
10	-2	3	2	-5	C[C@@H](NC(=O)c1nc[nH]c1C(=O)N1CCN(C(=O)OC(C)(C)C)CC1)c1ccccc1	-0.8	-6	6	4
-3	7	8	1	9	Cc1ccc(N2CCN(C(=O)N3CCOCC3)CC2)c(C)c1	-4.7	-10	4	-4
-8	10	-1	1	19	Cc1cc(NC(=O)c2ccccc2)ccc1NC(=O)Cc1ccccc1	-0.6	-5	-4	-3
-18	7	3	9	-6	O=C(CSCc1c(Cl)cccc1Cl)NN1C(=O)c2ccccc2C1=O	-1.1	1	8	2
-10	9	13	1	-1	Cc1cc(-c2ccc(N3C(=O)CCC3=O)c(C)c2)ccc1N1C(=O)CCC1=O	4.5	5	3	-1
3	0	2	6	11	CC(C)=NNc1nc(-c2ccc(N3C(=O)CCC3=O)cc2)cs1	3.3	-2	-7	0
-5	0	-5	2	2	C#CC[N+]1(CC#Cc2ccccc2)CCCCC1	3.8	-8	2	-17
-1	-38	-14	4	9	CN1C[C@@H]2C(c3ccc(Cl)nc3)C3(c4ccc(C#N)cc4)CC2(C3)[C@H]1c1ccccc1 (stereo partly specified)	1.2	14	-3	-3
6	1	1	1	6	O=C(C1=NN(c2ccccc2)C(=O)CC1)N1CCc2ccccc2C1	-0.7	4	-4	-1
7	2	-4	1	9	O=C(CN(C(=O)CNS(=O)(=O)c1ccc(F)cc1)c1ccccc1)NCc1ccco1	-1.3	3	-6	0
16	10	6	2	8	CCC(NC(=O)c1ccccc1Br)c1ccccc1 (stereo unspecified)	-0.1	-3	4	2
29	-3	-8	1	3	COc1ccc(C(C)=O)cc1COc1ccc([N+](=O)[O-])c(C)c1	-2.3	4	-9	-7
-10	3	11	0	-4	COc1ccc(/C=C2/SC(=O)N(CC(=O)Nc3cc(C)on3)C2=O)cc1OC	0.5	-2	3	-1
1	6	-2	0	-4	CN(Cc1ccon1)C(=O)CC1C(=O)NCCN1Cc1ccc(Cl)c(F)c1 (stereo unspecified)	1.4	1	-5	0
3	0	7	1	2	CCCCCCCSc1nnc(-c2ccccc2N)c(=O)[nH]1	1.3	-1	-2	-2
-34	3	15	0	-9	Cc1cc(C)nc(NS(=O)(=O)c2ccc(NC(=O)c3cccs3)cc2)n1	-2.0	-6	-1	-3
15	6	-1	4	5	CCNS(=O)(=O)c1ccc(NC(=O)Nc2cccc(OC)c2)cc1	-0.4	-6	-9	-1
-32	11	4	2	3	O=S(=O)(NCc1cccnc1)c1ccc(Cl)s1	-1.2	7	-1	3
.	.	1	-1	13	COc1ccc(Cc2c(C3CCCCC3)nc3c(Cl)cc(C(F)(F)F)cn23)c(C)c1	.	-5	7	4
-2	8	4	7	1	Cc1ccc(NCC(=O)N2CCN(S(=O)(=O)c3ccccc3)CC2)cc1F	-1.4	-18	0	1
3	2	1	2	-15	CCCC(=O)N1CCN(c2ccc(NC(=O)c3ccc(Br)o3)cc2)CC1	-2.0	-12	-2	-2
1	3	3	0	5	O=C(O)COc1ccccc1/C=N/n1c(C2CCCCC2)n[nH]c1=S	16	3	0	-2
-4	9	16	2	6	CC(CCOS(N)(=O)=O)c1ccccc1 (stereo unspecified)	-1.0	-3	6	0
5	3	6	2	-7	Cc1ccccc1OCC(=O)NC(=S)Nc1ccc(Br)c(C)n1	0.4	-3	4	1
11	9	5	2	2	O=C1CCc2cc(S(=O)(=O)N3CCC(C(=O)NCc4ccccc4Cl)CC3)ccc2N1	-1.0	-14	-1	-1
3	-1	2	0	6	Cc1ccc(-c2cc(=O)c3ccc(Cl)cc3[nH]2)cc1	-1.6	0	-1	6
-3	7	1	3	-2	CC(=O)Nc1ccc(NS(=O)(=O)c2cccc3ccccc23)cc1	2.6	-2	-1	5
5	6	-1	2	2	CCN(Cc1ccccc1)S(=O)(=O)c1ccc(OC)c2ncccc12	-1.2	-3	-2	7
-10	4	7	2	-1	NCCC(=O)NCCc1cnc[nH]1	0.3	-22	-5	0
8	6	0	0	-5	CC(=O)Nc1ccc(S(=O)(=O)NC(C)C(=O)NCC(c2ccco2)N(C)C)cc1 (stereo unspecified)	-1.1	3	6	3
3	1	-2	1	7	CN(CC(=O)Nc1ccc(F)cc1)C(=O)COC(=O)c1cc([N+](=O)[O-])ccc1N1CCOCC1	-2.0	-11	-5	0
-41	6	4	0	-7	COc1ccc(N2Cc3ccccc3C2=NC(=O)c2cccc([N+](=O)[O-])c2)cc1	-0.7	4	5	-2
6	-8	-1	12	2	O=C1C=C(c2cccc(Cl)c2O)C[C@@H](c2ccc(F)cc2)C1	-0.3	0	-9	-3
-21	-1	2	2	6	COC(=O)c1ccc(C(=O)Nc2ccc(N)cc2N)cc1	9.4	3	-5	1
2	0	-4	4	7	O=C(CCCc1c[nH]c2ccccc12)NCc1ccccc1C(F)(F)F	1.2	3	-3	-3
-19	6	2	0	-10	Cc1cc(=O)[nH]c2c1c(C)nn2C1CCOC(C)(C)C1 (stereo unspecified)	6.2	5	7	4
-2	9	-7	0	10	Clc1ccc(N=NN2CCOCC2)cc1	1.4	0	-6	-1
-11	-3	-3	1	3	CC(C)(C)NC(=O)Nc1nnc(SCC(=O)NC2CCCCC2)s1	-0.9	-2	0	2
48	3	-3	0	-2	COc1cccc(-c2nnn(C/C(N)=N/O)n2)c1	11	-3	-2	-4
17	13	-8	-1	4	O=C(C#Cc1ccccc1)NCc1ccccc1F	-4.6	7	0	0
19	3	9	2	7	COc1ccc(NC(=O)CN2C(=O)N(C)Cc3ccccc32)c(C)c1	1.8	-2	-5	-8
-14	5	1	-1	1	Cc1cc(C)cc(N(CC(=O)N2CCN(Cc3ccccc3)CC2)S(=O)(=O)c2c(C)noc2C)c1	1.5	7	-3	4
3	3	-4	0	-16	CC(=O)Nc1ccc(C)c([N+](=O)[O-])c1	0.3	0	1	2
